Compound activity as filed in PubChem BioAssay.
tim10-1 inh – growth inhibitors of tim10-1 mutant yeast; S. cerevisiae tim10-1 ts strain growth, BacTiter-Glo, 24 h; inhibition, % at 20 µM; 2.2% of 330,000 active; AID 463190;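 active means inhibition of at least 40%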;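 further: mutant grown at 25 °C; 0% = DMSO wells with yeast and 100% = wells holding no yeast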
TIM10 inh – inhibits growth of TIM10 yeast strain. S. cerevisiae TIM10 strain growth, BacTiter-Glo luminescence, 24 h. inhibition, % at 10 µM. 1.4% of 330,000 active;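 active means inhibition of 40% or more at the single tested concentration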;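 further: wild-type TIM10 isogenic control strain grown at permissive 25 °C; 0% = DMSO yeast wells and 100% = minimal medium wells without yeast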
CXCR6 block – inhibitors of human CXCR6 receptor; 0.36% of 360,000 active; CHO-K1 PathHunter CXCR6 beta-arrestin, luminescence; O00574; inhibition, % at 20 µM; AID 602244; in the data active means inhibition above about 34%, passing the limit was not always enough;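 further: antagonist mode with CXCL16 agonist at 10 nM final; 0% = 10 nM CXCL16 with DMSO and 100% = unstimulated wells without agonist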
Target sequence (O00574 whole entry, looked up): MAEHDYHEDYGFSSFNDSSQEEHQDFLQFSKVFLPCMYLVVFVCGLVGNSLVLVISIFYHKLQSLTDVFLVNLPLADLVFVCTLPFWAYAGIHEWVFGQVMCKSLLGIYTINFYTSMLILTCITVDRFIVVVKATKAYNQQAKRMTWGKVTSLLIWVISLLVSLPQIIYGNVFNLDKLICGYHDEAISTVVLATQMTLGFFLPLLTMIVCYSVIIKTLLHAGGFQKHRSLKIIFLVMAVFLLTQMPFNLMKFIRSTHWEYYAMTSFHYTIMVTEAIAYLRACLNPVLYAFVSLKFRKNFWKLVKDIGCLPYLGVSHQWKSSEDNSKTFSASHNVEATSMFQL
Mdm2 MdmX PPI – human Mdm2/MdmX binding inhibition; O15151+Q00987; SaOS-2 split-luciferase Mdm2/MdmX complementation, luminescence; inhibition, % at 8 µM; 3% of 330,000 active; AID 485346;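 active means inhibition of at least 50% at 8 µM in the primary screen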
APJ agonist – agonists of human APJ apelin receptor; P35414; CHO-K1 APJ PathHunter beta-arrestin, luminescence; 0% DMSO wells, 100% apelin; activation, % at 20 µM; 0.11% of 330,000 active; AID 2520;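 active means activation more than six SD over the plate average, tested at 20 µM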;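 further: 0% = DMSO alone and 100% = apelin-13 at 10 nM; some results filed as inactive read as strong as hits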
Target sequence (P35414 whole entry, looked up): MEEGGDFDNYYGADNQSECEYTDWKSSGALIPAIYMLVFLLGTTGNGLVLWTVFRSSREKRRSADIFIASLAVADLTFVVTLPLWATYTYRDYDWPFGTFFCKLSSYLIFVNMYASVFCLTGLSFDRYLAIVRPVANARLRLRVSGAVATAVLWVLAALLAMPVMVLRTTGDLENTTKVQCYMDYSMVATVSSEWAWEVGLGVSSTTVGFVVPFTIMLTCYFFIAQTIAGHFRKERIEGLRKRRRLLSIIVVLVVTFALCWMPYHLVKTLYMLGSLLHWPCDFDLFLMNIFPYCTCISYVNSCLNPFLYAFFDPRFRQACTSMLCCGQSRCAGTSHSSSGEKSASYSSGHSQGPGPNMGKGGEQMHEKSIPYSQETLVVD
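Assay system – PathHunter CHO-K1 APJ (AGTRL-1) beta-arrestin reporter cells · Compound – one dose, 20 µM compound, 1% DMSO · Timing – compound 90 min 25 °C, reagent 1 h · Measured by – luminescence from split beta-galactosidase complementation, Galacton Star/Emerald II substrate · Measure – beta-arrestin recruitment to APJ as agonist activity, luminescent signal · Benchmarks – DMSO vs Apelin-13 10 nM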
tim23-1 inh – growth inhibitors of tim23-1 mutant yeast; S. cerevisiae tim23-1 growth, BacTiter-Glo luminescence, 24 h; AID 463212; 1.3% of 330,000 active; inhibition, % at 20 µM;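 active means growth inhibition of the mutant yeast at or above 50%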;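 further: temperature-sensitive mutant grown at 25 °C; plate controls were DMSO-treated mutant yeast for no effect and medium wells lacking yeast for full effect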
CHOP UPR activ – activators of apoptotic arm of unfolded protein response (CHOP) | AID 449763 | 0.34% of 330,000 active | CHO-CHOP luciferase reporter, UPR activation, luminescence; percent of tunicamycin response over DMSO baseline | activation, % at 10 µM;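 active means at 10 µM dose, activation of 40% or more, normalized to positive control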;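 further: 100% = tunicamycin at 10 µg/mL and 0% = DMSO alone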
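Material: CHO-CHOP cells, stable luciferase reporter of PERK-eIF2a-CHOP signalling; quantity: 500 reporter cells seeded per well; buffer or medium: F12 medium containing 10% fetal bovine serum; compound: one dose, 10 µM in 0.5% DMSO; incubation: 6 h compound treatment, 37 °C; measured by: Steady-Glo luciferase luminescence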
APJ antagonist – blocks the human apelin receptor APJ. P35414. CHO-K1 APJ beta-arrestin complementation, luminescence. inhibition, % at 20 µM. 0.32% of 330,000 active. AID 2521;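 active means inhibition above about 40% at 20 µM, limit read from the data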;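 further: cells challenged with 10 nM apelin-13 agonist together with compound; plate controls were apelin-13 plus DMSO wells for no effect and DMSO wells lacking apelin-13 for full effect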
XBP1 UPR activ – activators of adaptive arm of unfolded protein response (XBP1); 0.33% of 330,000 active; CHO-XBP1 luciferase reporter, IRE1-XBP1 UPR activation, luminescence; percent of tunicamycin response, DMSO as zero; activation, % at 20 µM;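 active means versus positive control, 20 µM dose yields 30% or more activation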;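 further: 100% = tunicamycin at 10 µg/mL and 0% = DMSO only wells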
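Material: CHO-XBP1 cells stably carrying IRE1-XBP1-driven luciferase reporter / Amount: 1000 cells per well / Compound: 20 µM, 1% DMSO / Times: 6 h treatment, 37 °C / Detection: luciferase luminescence / Measure: % activation of reporter signal versus tunicamycin and DMSO controls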
Starred values were filed as active, the others as inactive; x = no result given; & = joins results of further samples. This is a subset; count on the stated rates, not on these rows.

SMILES	tim10-1 inh	TIM10 inh	CXCR6 block	Mdm2 MdmX PPI	APJ agonist	tim23-1 inh	CHOP UPR activ	APJ antagonist	XBP1 UPR activ
O=C(CNC(=O)c1ccc(Br)o1)NCc1ccccc1	-9	0	-8	-18	-2	2	0.3	7	-2
CCNC(=O)OCC(CC)NC(=O)OCC(C)C (stereo not drawn)	3	0	-5	3	-3	1	0.0	-13	0
O=C(NC1CCCN(C2Cc3ccccc3C2)C1)c1ccc(F)cc1Cl (stereo not drawn)	-4	4	5	23	2	-22	0.4	-12	-5
Cc1ccc(C(=O)NNC(=O)CSc2nnc(-c3ccncc3)n2C)cc1	23	-19	5	7	1	-2	-2.5	5	0
O=C(NNC(=O)c1ccccc1F)c1ccc(S(=O)(=O)N2CCCCC2)cc1	19	10	5	25	-3	18	0.5	10	-4
COc1cc(C2C3=C(CCCC3=O)Nc3[nH]n(-c4ccccc4)c(=O)c32)ccc1O (stereo not drawn)	20	13	2	11	-7	18	0.7	8	-1
c1csc(C(c2nnnn2C2CCCCC2)N2CCCC3(CCCCC3)C2)c1 (stereo not drawn)	35	-5	6	40	-8	24	7.3	3	3
COC(=O)c1ccccc1NC(=O)c1ccc(COc2cccc3ccccc23)o1	29	9	5	4	1	24	-0.4	-40	-4
Cc1ccc(NC(=O)CN(C)C(=O)CCOc2cccc(C)c2)cc1	16	18	-2	12	-3	2	-1.0	6	-2
CC1CCC(N2CCNCC2)CC1 (stereo not drawn)	-18	-11	-19	2	-2	-3	-0.2	4	1
O=C(CN1C(=O)c2cccnc2Oc2ccc(Cl)cc21)NC1CCCC1	4	2	-3	-21	1	14	-0.2	7	1
CCOC(=O)N1CCN(C(=O)C2CCN(S(=O)(=O)c3ccccc3)CC2)CC1	4	-8	-9	-14	-4	-1	-0.5	7	-1

In the list so far, 2 have a furan ring, fused or not:
SMILES	tim10-1 inh	TIM10 inh	CXCR6 block	Mdm2 MdmX PPI	APJ agonist	tim23-1 inh	CHOP UPR activ	APJ antagonist	XBP1 UPR activ
O=C(CNC(=O)c1ccc(Br)o1)NCc1ccccc1	-9	0	-8	-18	-2	2	0.3	7	-2
COC(=O)c1ccccc1NC(=O)c1ccc(COc2cccc3ccccc23)o1	29	9	5	4	1	24	-0.4	-40	-4

Following part
SMILES	tim10-1 inh	TIM10 inh	CXCR6 block	Mdm2 MdmX PPI	APJ agonist	tim23-1 inh	CHOP UPR activ	APJ antagonist	XBP1 UPR activ
CCN1CCN(c2ccc(S(=O)(=O)N3CCOCC3)cc2NC(=O)C(C)Oc2cccc(Cl)c2)CC1 (stereo not drawn)	14	10	1	17	-3	14	1.4	11	1
CCCC(C(=O)NC1CCCC1)N(CC1CCCO1)C(=O)c1snc(C(N)=O)c1N (stereo not drawn)	12	4	-3	-9	-4	18	-1.3	-5	-1
COc1ccccc1OCC(=O)Nc1c2c(nn1-c1ccc(C)cc1)CS(=O)(=O)C2	-8	1	2	9	5	-8	1.6	10	-1
CC(C)NC(=O)CCNC(=O)c1ccc(F)cc1	-10	-6	-6	4	-2	3	-1.9	12	0
CCOC(=O)/C=c1\sc2n(c1=O)CCN=2	-5	-6	0	2	-1	1	0.3	11	-2
Cc1cccc(N=C2NC(=O)c3cc([N+](=O)[O-])ccc32)c1	23	22	-15	-10	1	21	-1.2	-14	1
CCN(C(=O)COc1ccc(C(=O)c2ccccc2)cc1)c1ccccc1	1	16	-2	18	0	25	-0.9	14	4
CCOC(=O)c1c(NC(=O)C2c3ccccc3Oc3ccccc32)sc(C(N)=O)c1C	-3	4	22	29	-1	3	2.6	-15	-5
CC1=C(/C=C/C(C)=C/C=C/C(C)=C/CO)C(C)(C)CCC1	44*	22	5	6	0	34	1.6	-39	-2
O=C(NCc1ccccc1)c1ccc(CS(=O)(=O)Cc2ccccc2F)o1	9	-1	-3	24	-1	5	2.0	11	-2
CC(C)Nc1nc(N)c(C(=O)C23CC4CC(CC(C4)C2)C3)s1	24	16	4	30	-1	53*	-1.3	-20	6
CCOC(=O)C1=C(C)NC(=O)C(C(N)=O)C12CCCC2 (stereo not drawn)	-2	-5	0	11	0	10	-2.0	3	-1
Cc1ccc(NC(=O)CCC(=O)OC(C)C(=O)c2ccccc2)cc1 (stereo not drawn)	-7	-20	6	3	-1	9	-1.1	19	-2
C=CCn1c(N)c(C(=O)OCCC)c2nc3ccccc3nc21	0	-12	30	6	-2	13	-2.1	16	1
O=S(=O)(Nc1ccc(-n2cccc2)cc1)c1ccc(Cl)c(Cl)c1	-57	45*	-10	6	-4	40	1.1	-6	-1
COC(=O)c1ccc(N2CC3CNC(=O)C2(C(=O)OC)N3C)cc1 (stereo not drawn)	9	-2	-10&5	9	-5	13	0.6	3	0
Cc1cc2oc(=O)cc(CN(C)Cc3ccc(OC(F)F)cc3)c2cc1Cl	7	1	10	27	-3	17	-0.2	4	-3
NC(=O)Cc1ccc(C(=O)c2ccccc2F)s1	7	-1	-6	-7	-3	3	-0.4	-1	-1
Cc1cccc(NC(=S)NCCc2ccccc2)n1	-19	5	5	15	-2	28	0.4	-12	1
COc1cc(/C=C(/C#N)c2nc3ccccc3[nH]2)ccc1Oc1ncccc1[N+](=O)[O-]	-12	-27	-4	68*	10	-15	11	1	21
O=C1CNC(=S)N1c1nc(-c2ccccc2)cs1	1	6	19	-61	-4	-12	2.8	3	3
CC(C)c1ccc(NC(=O)CCCN2C(=O)NC(C)(C)C2=O)cc1	57*	-3	-4	-12	-2	-9	0.4	10	-1
COc1cccc(C(=O)Nc2nc(-c3ccc4c(c3)OCO4)cs2)c1	15	20	-2	12	-2	43	-0.6	-11	3
COCCSc1nnc(NC(=O)c2ccco2)s1	6	67*	-2	4	1	16	0.1	14	-1

Look-ups from the entries so far.
tim23-1 inh, COc1cc(/C=C(/C#N)c2nc3ccccc3[nH]2)ccc1Oc1ncccc1[N+](=O)[O-] reads -15
CXCR6 block, CC(C)c1ccc(NC(=O)CCCN2C(=O)NC(C)(C)C2=O)cc1 reads -4
APJ antagonist, COCCSc1nnc(NC(=O)c2ccco2)s1 reads 14
XBP1 UPR activ, COc1cccc(C(=O)Nc2nc(-c3ccc4c(c3)OCO4)cs2)c1 reads 3

The list continues.
SMILES	tim10-1 inh	TIM10 inh	CXCR6 block	Mdm2 MdmX PPI	APJ agonist	tim23-1 inh	CHOP UPR activ	APJ antagonist	XBP1 UPR activ
COc1cc(-c2noc(CCCC(=O)NCc3ccco3)n2)cc(OC)c1OC	14	5	-4	-2	-1	16	-0.2	12	2
Cc1ccc(S(=O)(=O)NCc2ccccc2)cc1C(=O)N(C)Cc1ccccc1F	22	0	3	18	9	17	-1.0	-37	-3
CCC(C)NC(=O)CNC(=S)N(Cc1ccccc1F)C1CCCCC1 (stereo not drawn)	32	-14	0	7	0	26	0.6	3	-5
O=C(COc1ccc(Cl)cc1)N1CCCCCCC1	3	-4	-7	9	-2	16	1.0	22	0
Nc1cc(=O)[nH]c(SCC(=O)N2CCCC2)n1	12	8	-1	2	1	10	1.8	-2	0
Cn1c(=O)[nH]c(=O)c2c1nc(Sc1nc3ccccc3s1)n2Cc1ccccc1	1	6	52*	19	-10	-4	1.6	54*	1
CCSc1cc(C)nc2c(-c3ccccc3)c(C)nn12	40*	7	-4	11	-2	36	1.8	2	5
Cc1cccc(OCCNC(=O)CSc2ccc(C(F)(F)F)cc2[N+](=O)[O-])c1	3	10	-9	11	4	16	-2.2	6	-1
CCOc1ccccc1C(=O)N[C@H](C(=O)OCc1csc(CC(=O)Nc2ccc(C)cc2)n1)C(C)C	24	18	0	23	-3	34	1.3	-3	-3
Cc1c(NC(=O)c2ccccc2N)cccc1C(=O)O	9	-24	2	-29	0	-1	0.4	8	0
Cc1c(C(=O)N2CCCC2)oc2c1-c1nn(CC(=O)NCCCN3CCCCC3C)cc1CC2 (stereo not drawn)	-4	3	-18	2	0	7	0.7	5	-4
COc1cccc(CN2CCNC(=O)C2CC(=O)NCCn2cccn2)c1OC (stereo not drawn)	17	-1	0	-2	1	7	2.5	10	1
COC(=O)c1sccc1NC(=O)c1ccc(C#N)cc1	-1	19	3	6	0	1	0.2	-7	-6
CCOC(=O)c1[nH]c(C)c(C(=O)NCCN2CCOCC2)c1C	-11	-1	-4	14	-2	-11	-1.2	-15	0
COC(=O)c1ccc(C(=O)OC)c(NC(=O)c2cnc3n(c2=O)CCS3)c1	8	-1	4	-2	3	12	-1.0	19	0
Cc1ccc(NS(=O)(=O)c2ccc3[nH]c(=O)oc3c2)cc1Cl	8	-6	-3	-20	-2	9	0.9	18	-2
O=C(NCc1ccccc1Cl)c1cc(=O)[nH]c2ccccc12	0	-2	2	15	-3	-4	-1.2	8	1
Nc1ccc2nn(-c3cccc4ccccc34)nc2c1	40	32	-1	53*	2	45	17	-18	5
COc1ccc(S(=O)(=O)N2CCC(C(=O)Nc3cccc(C(C)=O)c3)CC2)cc1	0	-4	-4	12	-2	-3	-0.7	1	-5
Cc1ccccc1NC(=O)OCc1cccnc1Oc1ccc(Cl)cc1	35	19	-3	32	-3	31	-0.3	1	-1
Cc1ccc(-c2nc3ccccc3s2)cc1S(=O)(=O)N1CCCC1	38	17	13	-11	1	27	-0.6	10	3
COc1ccc(NC(=O)C2C3CCC(C3)C2C(=O)O)cc1OC (stereo not drawn)	6	1	0	-8	1	9	-0.2	9	0
CCOc1ccccc1NC(=O)C1CCC(CNc2c(N3CCOCC3)c(=O)c2=O)CC1 (stereo not drawn)	15	-9	6	3	-4	7	0.2	4	2
CC(C)(C)NC(=O)C1c2ccccc2Oc2ccccc21	24	12	4	24	-3	19	2.1	14	-3
COc1ccc(C2Nc3ccccc3C(=O)N2NC(C)=O)cc1OC (stereo not drawn)	-2	-14	0	3	-1	-1	0.8	-11	-4
O=C(Nc1cccc(F)c1)C1CCN(S(=O)(=O)c2cccc3nonc23)CC1	-17	-10	-4	-3	5	7	1.5	-3	-1
CC[C@@]1(C(=O)OC)N[C@H](CN(C)C(=O)Nc2ccc(C)cc2)[C@@H]2C(=O)N(Cc3ccccc3)C(=O)[C@@H]21	3	9	1	16	-4	2	2.5	3	3
O=C(NCCc1ccccc1F)C1CCCN(c2nc3ccccc3s2)C1 (stereo not drawn)	17	28	-2	6	-2	31	3.2	8	-5
COC(OC)c1ccnc(-c2ccc(OC(=O)c3ccccc3)cc2)n1	5	0	-5	11	-4	11	0.6	14	7
CC1CC(C)CN(C(=O)COC(=O)c2cccc([N+](=O)[O-])c2)C1 (stereo not drawn)	5	-5	5	-4	-3	13	1.0	4	5
COc1ccc(CC(=O)N2CCc3ccccc32)cc1	17	-9	-6	-3	1	10	3.6	4	3
COc1ccc(OC)c(Nc2nnc(C)c(=O)[nH]2)c1	12	-4	x	-2	-4	11	0.6	8	-3
O=C(O)CSc1nnc(-c2cccc(S(=O)(=O)N3CCOCC3)c2)n1-c1ccc(F)cc1	-16	4	-2	5	0	3	0.4	-1	-1
N#Cc1c2n(c3c(=O)n(Cc4ccccc4Cl)cnc13)CCCCC2	33	-12	7	11	-9	38	-0.3	-25	-1
